Bioassay records: PubChem, Broad Institute
BL2 CD40 inh: inhibitors of CD40-induced NF-kB signaling, primary screen, BL2 cells, luciferase reporter, single point | CD40L-induced, 4 h | inhibition, % at 10 µM | hit rate 0.94% among 83,000 | AID 1053188, 2014;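 active means mean inhibition of at least 50% with a set share of replicates also reaching that level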;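 further: 0% = neutral control wells and 100% = IKK inhibitor VII at 50 µM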
An asterisk follows results filed as active; [ ] = another dose, or the depositor's remark. A portion of the library (hit frequency here may not be typical).

BL2 CD40 inh | SMILES
-1[25 µM] | CCS(=O)(=O)N1CC2(C1)[C@H](c1ccccc1)[C@@H](CO)N2Cc1ccc(F)cc1
5 | CN(CC(=O)Nc1ccc(Cl)c(S(=O)(=O)N2CCOCC2)c1)C(=O)c1ccc(C#N)cc1
10 | NS(=O)(=O)c1ccc(CNC(=O)NC2(c3ccccc3)CC2)cc1
-28 | O=C(NCCC1CC1(Cl)Cl)Nc1ccccc1 (stereo not drawn)
-2[25 µM] | COc1ccccc1CNC(=O)C[C@H]1CC[C@@H]2[C@H](COC[C@H](O)CN2Cc2ccc3c(c2)OCO3)O1
5 | O=C(CC1C(=O)NCCN1CC(c1ccccc1)c1ccccc1)NC1CC1 (stereo not drawn)
15 | CCN(CC(=O)NCc1ccc(F)cc1)Cc1nc2cc(Cl)ccc2c(=O)[nH]1
2 | CC(C)N1CCN(c2ccncc2S(=O)(=O)N2CCN(C)CC2)CC1
18 | CN(Cc1nc2ccccc2c(=O)[nH]1)C(=O)c1cccc(S(=O)(=O)N2CCCCCC2)c1
14 | CC1CN(S(=O)(=O)c2cccc(C(=O)N(C)C3CCCCC3)c2)CC(C)O1 (stereo not drawn)
3 | CCOC(=O)C1(C)NC(c2ccc(OC)cc2OC)C2C(=O)N(CC)C(=O)C21 (stereo not drawn)
5 | Cc1cc(N2CCN(c3ccccc3)CC2)nc(N2CCOCC2)n1
2 | COc1ccc(Cl)cc1C(=O)NNC(=S)NC1CCCC1
-5[25 µM] | C[C@H](CO)N1C[C@H](C)[C@H](CN(C)C(=O)Nc2cccc3ccccc23)OCCCC[C@H](C)Oc2ccc(NC(=O)CCC(F)(F)F)cc2C1=O
11 | COc1ccc(/C=N/OCC(=O)NCC(C)C)c(OC)c1
6 | CCOC(=O)c1nc[nH]c1C
-9[25 µM] | O=C(C[C@@H]1CC[C@H]2[C@@H](COC[C@H](O)CN2C(=O)Nc2ccc(F)cc2)O1)NC1CCC1
-34 | CC(C)c1c(C(=O)N/N=C/c2ccc3c(c2)OCO3)nnn1-c1nonc1N
-6 | COc1ccc(NC(=O)C2CSC3c4ccccc4C(=O)N23)cc1 (stereo not drawn)
3 | O=C1CC(NS(=O)(=O)c2cccs2)CN1c1ccccc1 (stereo not drawn)
-8 | O=C(C1=C(O)C(=O)N(CCN2CCOCC2)C1c1cccc([N+](=O)[O-])c1)c1cc2ccccc2o1 (stereo not drawn)
-1 | CCOc1ccc(CN2CCN(C3CCSCC3)CC2CCO)cc1 (stereo not drawn)
6 | COc1ccc(Cc2noc(CN(C)Cc3cccc(-n4cccn4)c3)n2)cc1OC
4 | Cc1ccc(S(=O)(=O)N(CC(=O)c2ccc(Cl)cc2)C(=O)N2CCN(C)CC2)cc1
-7[25 µM] | CO[C@@H]1CN(C)C(=O)c2cc(NS(=O)(=O)c3cn(C)cn3)ccc2OC[C@H](C)NC[C@H]1C
-8 | O=C(CNC(=O)c1ccc(Cl)cc1Cl)OCc1cn2cc(Br)ccc2n1
-8 | CC(=O)Nc1cccc2c1O[C@@H](CN(C)C(=O)NC(C)C)[C@H](C)CN(C)C2=O
-3 | Cc1cc(C)c(C=NNc2nc3c([nH]2)c(=O)n(C)c(=O)n3C)c(C)c1
-6 | O=C1CC(c2ccsc2)c2ccc3ccccc3c2N1 (stereo not drawn)
5 | S=C(Nc1ccc(Br)cc1Cl)Nn1cnnc1
1 | Cc1ccc(S(=O)(=O)N(C)C[C@@H]2OCCCC[C@H](C)Oc3ccc(NS(C)(=O)=O)cc3C(=O)N([C@@H](C)CO)C[C@@H]2C)cc1
-18 | Cc1ccc(NC(=O)CN(C)C(=O)c2cccc(S(=O)(=O)NCc3ccco3)c2)cc1
-33 | O=S(=O)(Nc1ccc2ccccc2c1)N1CCCCC1
4 | C=CCOc1ccc(C=CC(=O)c2c(O)c(OC)c(OC)c(OC)c2OC)cc1
0 | COC(=O)CCC(=O)Nc1ccc(Br)cc1
7 | CCc1noc(C)c1C(=O)NNC(=O)c1ccccc1
2 | CCCCC(CC)COC(=O)c1ccc(N(C)C)cc1 (stereo not drawn)
-1 | Cc1cc(C)n(-c2ccc(S(=O)(=O)N3CCOCC3)cc2[N+](=O)[O-])n1
-3 | COc1ccc(NC(=O)c2cc(C)on2)cc1OC
6 | COc1ccc(NC(=O)CN(C)C(C)C(=O)N2CCCCC2)cc1 (stereo not drawn)
1[25 µM] | CC[C@@H]1C/C=C\CCNC(=O)C[C@H](c2ccccc2)C(=O)N1
14 | Cc1nn2c(CN(C(=O)CN3CCOCC3)c3ccccc3)nnc2c2ccccc12
13 | Cc1ccc(S(=O)(=O)c2c(C)cc(C)nc2N2CCCCC2)cc1
9 | Cc1ccc(C(=O)NC(C)(COc2nonc2C)COc2nonc2C)cc1
0 | N#C[C@H]1[C@H](c2ccc(-c3ccc(F)cc3)cc2)[C@@H](CO)N1C(=O)Cc1ccccc1
8 | Cc1cccc(N2CCN(C(=O)c3ccccc3NC(=O)C3CC=CCC3C(=O)O)CC2)c1 (stereo not drawn)
2 | COc1ccccc1NS(=O)(=O)c1ccc(NC(=O)c2ccccn2)cc1
-49 | CC(=O)Nc1cccc(-c2cnc(NC(C)=O)cn2)c1
9 | CCN(C(=O)c1ccc(S(=O)(=O)N2CCC(C)CC2)cc1)C1CCS(=O)(=O)C1 (stereo not drawn)
-111 | c1ccc2nc3c(ccc4ccccc43)cc2c1

The list continues:
BL2 CD40 inh | SMILES
-7[25 µM] | C[C@@H](NC(=O)C[C@@H]1CC[C@H]2[C@@H](COC[C@@H](O)CN2C(=O)Nc2cccc(Cl)c2)O1)c1ccccc1
3 | Cc1nc2ccc(S(=O)(=O)N(C)CC(=O)Nc3ccccc3F)cc2s1
0 | Cc1ccc(S(=O)(=O)NCC(=O)NNC(=O)c2ccc(Br)cc2)cc1C
5 | CCOc1ccc(CCNC(=O)C2CC(=O)N(CCc3ccc(OC)c(OC)c3)C2)cc1OCC (stereo not drawn)
-2 | CCOC(=O)c1nnn(-c2nonc2N)c1CN(CC)c1ccccc1
-18 | O=C(Cn1cccc1C(=O)c1ccccc1)NCc1cccs1
12 | CNCCc1ccccn1
15 | O=C(NCc1ccc(F)cc1)C1CCN(S(=O)(=O)c2ccc3c(c2)OCCCO3)CC1
10 | CCN(c1ccccc1)S(=O)(=O)c1cccc(C(=O)NCc2ccncc2)c1
2 | O=C(Cn1nc(C(F)(F)F)c2c1CCCC2)NC1CCCC1
-17 | Cc1ccc(NC(=O)c2cccc(NC(=O)CC3SC(N4CCCCC4)=NC3=O)c2)nc1 (stereo not drawn)
-18 | CCCOc1ccccc1OCC(=O)N1CCN(S(=O)(=O)c2ccc(Cl)cc2)CC1
-10[25 µM] | C[C@@H]1CN([C@H](C)CO)C(=O)c2cccc(NC(=O)c3nc4ccccc4s3)c2O[C@H]1CN(C)C(=O)Nc1ccc2c(c1)OCO2
-38 | CCOc1ccc(C(=O)NCC(C)C)cc1
9 | CCOC(=O)CCSc1nc2c(c(C(F)(F)F)c1C#N)CCC2
-7 | CN(Cc1ccon1)Cc1cn(Cc2ccccc2)nc1-c1ccc2c(c1)OCO2
3 | Cc1nnc(NC(=O)CSc2n[nH]c(-c3ccccc3)n2)s1
0 | O=C1NCCCCC1NS(=O)(=O)c1cccc2ccccc12 (stereo not drawn)
7 | NC(=O)c1c(N)sc2c1CCCC2
1 | CS(=O)(=O)N1[C@H](C#N)[C@@H](c2ccc(C#CC3CCCCC3)cc2)[C@H]1CO
-1[25 µM] | OC[C@@H]1[C@H](c2ccc(-c3cccc(F)c3)cc2)[C@@H]2CN(Cc3cncnc3)CCCCN12
-9 | C/C(CC(=O)Nc1ccc(Cl)c(Cl)c1)=N\NC(=O)C(=O)N1CCCCC1
5 | Cc1ccc(C(=O)NCC(=O)N2CCCN(C)CC2)cc1C
-74 | O=C(Nc1nc(-c2ccccn2)cs1)c1ccco1
7 | O=C(NCc1ccc2c(c1)OCO2)c1ccncc1
-3[25 µM] | O=C(C1CCOCC1)N1CC2(C1)[C@@H](c1ccccc1)[C@@H](CO)N2Cc1ccccc1F
11 | CCC1(c2cccc(Cl)c2)NC(=O)N(Cc2cc(C(=O)OC)c(C)o2)C1=O (stereo not drawn)
-6 | COc1ccc(NC(=O)CN(C)C(=O)CSCc2c(C)noc2C)cc1
9 | CCc1noc(C)c1C(=O)Nc1cccc(S(=O)(=O)N(C)c2ccccc2)c1
-3 | CCCCC(=O)Nc1cc(N(C)C)nc2ccccc12
-1 | O=C(CNC1=NCCC1)c1ccc(Cl)cc1
5 | CN(c1ccccc1)S(=O)(=O)c1ccc2c(c1)oc(=O)n2C
7 | Cc1cc(C)cc(N(CCC#N)C(=O)COC(=O)C2CCN(S(=O)(=O)c3ccc(C)c(C)c3)CC2)c1
-3 | Cc1ccc(Nc2nnc(SC(C)C(=O)NCC3CCCO3)s2)cc1C (stereo not drawn)
-1 | COc1ccccc1OCC(O)Cn1nc(C)cc1C (stereo not drawn)
29[25 µM] | CN1C(=O)c2cc(NC(=O)Nc3cccc(C#N)c3)ccc2OC[C@H]2O[C@@H](CC(=O)NCc3ccc(Cl)cc3)CC[C@@H]21
4 | Cn1ccc(C(=O)OCC(=O)Nc2cccc3ccccc23)n1
4 | CSc1ncccc1C(=O)OCC(=O)C(C)(C)C
8 | CCCCn1c(N)c(N(CC)C(=O)c2cccc(S(=O)(=O)N3CCN(C)CC3)c2)c(=O)[nH]c1=O
16 | COc1ccc(NC(=O)CSc2nnc(-c3cccs3)n2N)c(OC)c1
-17[25 µM] | O=C(C[C@H]1C[C@@H]2c3cc(NC(=O)c4cccnc4)ccc3O[C@@H]2[C@H](CO)O1)NC1CCCCC1
-3 | C[C@H](CO)N1C[C@H](C)[C@@H](CN(C)Cc2ccc(-c3ccccc3)cc2)OCc2cn(nn2)CCCC1=O
2 | CSc1nsc(SC)c1C(=O)NCCNS(=O)(=O)c1ccc(C)cc1
6[25 µM] | C[C@@H]1CN([C@@H](C)CO)C(=O)c2c(c3ccccc3n2C)-c2ccccc2CO[C@H]1CN(C)C(=O)Nc1ccc(F)cc1
9 | CCc1sc(C(=O)NCc2cc(C)n(C)n2)cc1Br
0 | O=C(C1CC(=O)N(c2ccccc2)C1)N1CCN(c2ccccc2)CC1 (stereo not drawn)
12 | CC1SC(C)C(=O)N(CC(=O)NC2CCCCC2)C1=O (stereo not drawn)
-1 | C[C@@H]1CN(C)C(=O)c2cc(N(C)C)ccc2O[C@@H]1CN(C)C(=O)OC(C)(C)C
1 | O=C(NCc1ccc(F)cc1)C1CC(=O)N(CCc2ccccc2)C1 (stereo not drawn)
-15[25 µM] | C[C@H](NC(=O)C[C@@H]1CC[C@@H]2[C@@H](COc3ccc(NC(=O)C4CCOCC4)cc3C(=O)N2C)O1)c1ccccc1

Later entries
BL2 CD40 inh | SMILES
-112 | COc1ccc(-c2nc(C#N)c(NCc3ccco3)o2)cc1
13 | Cc1cccc(NC(=O)CNC(=O)c2cc(C3CC3)nn2-c2ccccc2)c1C
3 | CC(C)Oc1cccc(NC(=O)C2(C)CCCN(C)C2)c1 (stereo not drawn)
36[25 µM] | C[C@@H]1CN([C@H](C)CO)C(=O)c2c(c3ccccc3n2C)-c2ccccc2CO[C@H]1CN(C)Cc1ccc2c(c1)OCO2
-6 | CCO/N=C1\C(=O)N(c2ccccc2)c2ccccc21
-2 | CCOc1ccccc1OCC(=O)O
5 | O=[N+]([O-])c1ccc(N2CCCCCC2)c(S(=O)(=O)N2CCCCC2)c1
7 | CCOC(=O)c1cnn2c(C(F)F)cc(C3CC3)nc12
14 | CCOC(=O)c1c(C)oc2c1c(C(c1ccncc1)N1CCOCC1)c(O)c1ccccc12 (stereo not drawn)
-16 | O=C(COC(=O)c1cc([N+](=O)[O-])ccc1NCCO)Nc1cccnc1Cl
-11 | O=C1CSc2ccccc2N1
16 | CC(C)C(NC(N)=O)C(=O)NC1CCCCC1 (stereo not drawn)
-12[25 µM] | O=C(C[C@@H]1CC[C@H](NC(=O)c2cccnc2)[C@@H](CO)O1)NCc1ccc(Cl)c(Cl)c1
-28 | O=C(O)c1cc(-c2ccc(-c3ccc(F)cc3)o2)nc2ccccc12
5 | COc1ccc(-c2csc(-c3[nH]cnc3N)n2)cc1
3 | Cc1cccc(-n2c(-c3cccc([N+](=O)[O-])c3)nc3nc4ccccc4nc32)c1
9 | Cc1ccc(S(=O)(=O)c2nc(C)oc2N2CCOCC2)cc1
13 | O=C(COC(=O)C1(c2ccc(Cl)cc2)CCCC1)NCc1ccco1
-81 | O=C(O)c1ccc(COc2ccc3ccccc3c2)o1

Of the compounds above, 15 have fluorine.
BL2 CD40 inh | SMILES
-1[25 µM] | CCS(=O)(=O)N1CC2(C1)[C@H](c1ccccc1)[C@@H](CO)N2Cc1ccc(F)cc1
15 | CCN(CC(=O)NCc1ccc(F)cc1)Cc1nc2cc(Cl)ccc2c(=O)[nH]1
-5[25 µM] | C[C@H](CO)N1C[C@H](C)[C@H](CN(C)C(=O)Nc2cccc3ccccc23)OCCCC[C@H](C)Oc2ccc(NC(=O)CCC(F)(F)F)cc2C1=O
-9[25 µM] | O=C(C[C@@H]1CC[C@H]2[C@@H](COC[C@H](O)CN2C(=O)Nc2ccc(F)cc2)O1)NC1CCC1
0 | N#C[C@H]1[C@H](c2ccc(-c3ccc(F)cc3)cc2)[C@@H](CO)N1C(=O)Cc1ccccc1
3 | Cc1nc2ccc(S(=O)(=O)N(C)CC(=O)Nc3ccccc3F)cc2s1
15 | O=C(NCc1ccc(F)cc1)C1CCN(S(=O)(=O)c2ccc3c(c2)OCCCO3)CC1
2 | O=C(Cn1nc(C(F)(F)F)c2c1CCCC2)NC1CCCC1
9 | CCOC(=O)CCSc1nc2c(c(C(F)(F)F)c1C#N)CCC2
-1[25 µM] | OC[C@@H]1[C@H](c2ccc(-c3cccc(F)c3)cc2)[C@@H]2CN(Cc3cncnc3)CCCCN12
-3[25 µM] | O=C(C1CCOCC1)N1CC2(C1)[C@@H](c1ccccc1)[C@@H](CO)N2Cc1ccccc1F
6[25 µM] | C[C@@H]1CN([C@@H](C)CO)C(=O)c2c(c3ccccc3n2C)-c2ccccc2CO[C@H]1CN(C)C(=O)Nc1ccc(F)cc1
1 | O=C(NCc1ccc(F)cc1)C1CC(=O)N(CCc2ccccc2)C1 (stereo not drawn)
7 | CCOC(=O)c1cnn2c(C(F)F)cc(C3CC3)nc12
-28 | O=C(O)c1cc(-c2ccc(-c3ccc(F)cc3)o2)nc2ccccc12
